NSD2 inh: NSD2 histone methyltransferase inhibitors, primary screen, biochemical, AlphaScreen, single concentration, set 2 | hit rate 0.54% among 310,000 | NSD2 peptide methylation, 120 min | inhibition, % at 12.5 µM | Histone-lysine N-methyltransferase NSD2 (Homo sapiens), O96028 | AID 743445, 2014; in the data active = inhibition above about 50%
Arrestin-AP2 inh: inhibitors of beta-arrestin/AP2 binding, primary screen, biochemical, GPCR trafficking, flow cytometry; hit rate 0.31% among 340,000; AID 504490, 2011; FITC-arrestin peptide / GST-AP2 beads; AP2 beta2 appendage carries R879A mutation; inhibition, % at 10 µM;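 active = inhibition above a set limit, near 3 SD of compounds lacking own fluorescence, cut at about 54% in these data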;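 note: plate controls were DMSO wells for no effect and 5 µM unlabelled arrestin peptide for full effect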
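Material – AP2 appendage R879A on GSH beads · Buffer or medium – PBS with 0.05% Tween 20 and 0.1% BSA · Probe or stimulus – fluorescein-tagged arrestin peptide at 50 nM final · Incubation – compound with beads 12 min RT, then probe 1 h RT · Detection – high-throughput flow cytometry of beads, ex 488, em 535 nm · Evaluation – percent response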
LANA DNA inh: inhibitors of KSHV C-LANA binding to DNA, primary screen, biochemical, fluorescence polarization, FAM-LBS DNA, MBP-C-LANA, single point. hit rate 0.078% among 340,000. inhibition, % at 9 µM. Kaposi's sarcoma herpesvirus LANA C-terminal domain (residues 932-1162) DNA binding;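 active = highest replicate inhibition at or above 60% at 9 µM, even if other replicates fall short; inactive = all replicates below 60% inhibition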;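 note: 0% = neutral control wells and 100% = 4 µM acridine orange control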
PKA-R2B activ: activators of PKA-R2B holoenzyme, primary screen, biochemical, fluorescence polarization, Cy5-IP20, human; AID 504700, 2011; activation, % at 11.4 µM; cAMP-dependent protein kinase catalytic subunit beta (Homo sapiens) + cAMP-dependent …; PKA-R2B holoenzyme dissociation; R2B truncated from residue 108, S112A mutant; 0% DMSO only, 100% 113 µM cGMP; hit rate 0.079% among 340,000;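 active = activation above a cutoff set at the mean over all compounds plus 3 SD, cut at about 18% in these data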;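 note: higher means more holoenzyme dissociation and a rise in polarization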
Target sequence (P31323 whole entry, looked up, other chains not shown, the tested form may be a part): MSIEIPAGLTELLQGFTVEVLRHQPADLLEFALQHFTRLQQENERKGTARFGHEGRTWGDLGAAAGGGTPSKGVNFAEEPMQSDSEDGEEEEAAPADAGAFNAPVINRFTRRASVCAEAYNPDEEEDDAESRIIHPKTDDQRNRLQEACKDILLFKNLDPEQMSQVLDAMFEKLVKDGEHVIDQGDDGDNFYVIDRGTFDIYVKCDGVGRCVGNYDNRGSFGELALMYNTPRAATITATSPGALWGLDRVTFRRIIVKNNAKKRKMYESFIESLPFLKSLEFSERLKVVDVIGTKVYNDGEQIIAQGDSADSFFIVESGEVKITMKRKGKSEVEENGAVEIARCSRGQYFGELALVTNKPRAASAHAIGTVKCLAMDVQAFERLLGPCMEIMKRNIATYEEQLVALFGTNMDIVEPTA
PvdQ acylase: P. aeruginosa PvdQ acylase inhibitors, primary screen, biochemical, fluorescence, plate reader and imaging, single point. PvdQ acylase [Pseudomonas aeruginosa LESB58]. purified PvdQ acylase. inhibition, % at 10 µM. hit rate 0.063% among 340,000. AID 488965, 2010; in the data active = inhibition above about 30%, passing the limit was not always enough;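 note: 0% = vehicle neutral wells and 100% = reference inhibitor wells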
SR-BI HDL uptake: inhibitors of SR-BI mediated HDL lipid uptake, primary screen, ldlA[mSR-BI] cells, fluorescence, single point. Scavenger receptor class B member 1 (Mus musculus), Q61009. ldlA[mSR-BI] CHO cells, DiI-HDL uptake fluorescence, 3 h. inhibition, % at 12.5 µM. hit rate 0.96% among 320,000;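 active = mean replicate inhibition of at least 70% and a set share of replicates each scoring 70 or more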;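 note: 0% = median of neutral control wells and 100% = median of positive control wells; values of inactives mirror those of a sister screen read the other way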
Keap1 Nrf2 FP: Keap1-Nrf2 protein-protein interaction inhibitors, primary screen, biochemical, fluorescence polarization, single point; Kelch-like ECH-associated protein 1 (Homo sapiens), Q14145; Keap1 Kelch-Nrf2 peptide fluorescence polarization, 1536-well; inhibition, % at 9.4 µM; hit rate 0.15% among 340,000; in the data active = inhibition above about 12%;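 note: human Keap1 Kelch domain with fluorescein labeled Nrf2 9mer peptide probe; 0% = neutral control wells and 100% = peptide positive control; higher means more block of Keap1 binding to Nrf2 peptide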
Target sequence (Q14145 whole entry, looked up, the tested form may be a part): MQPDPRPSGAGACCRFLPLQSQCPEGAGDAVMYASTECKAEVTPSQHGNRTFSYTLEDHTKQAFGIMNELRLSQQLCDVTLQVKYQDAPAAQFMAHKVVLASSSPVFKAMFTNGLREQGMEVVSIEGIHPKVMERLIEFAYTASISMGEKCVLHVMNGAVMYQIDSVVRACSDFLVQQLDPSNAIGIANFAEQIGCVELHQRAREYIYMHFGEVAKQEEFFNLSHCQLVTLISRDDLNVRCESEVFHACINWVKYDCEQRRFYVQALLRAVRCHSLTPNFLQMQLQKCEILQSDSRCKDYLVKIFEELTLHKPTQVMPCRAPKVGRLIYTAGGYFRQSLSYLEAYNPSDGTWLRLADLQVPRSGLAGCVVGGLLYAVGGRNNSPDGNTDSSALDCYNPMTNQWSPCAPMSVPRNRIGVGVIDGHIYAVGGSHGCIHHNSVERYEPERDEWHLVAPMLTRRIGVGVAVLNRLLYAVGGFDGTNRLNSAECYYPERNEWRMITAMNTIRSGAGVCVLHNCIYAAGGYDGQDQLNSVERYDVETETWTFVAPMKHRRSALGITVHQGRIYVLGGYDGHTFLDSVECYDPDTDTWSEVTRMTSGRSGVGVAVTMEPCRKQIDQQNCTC
SR-BI uptake up: activators of SR-BI mediated DiI-HDL uptake, primary screen, ldlA[mSR-BI] CHO cells, DiI fluorescence; 3 h; 100 = double the neutral-control signal; activation, % at 12.5 µM; hit rate 0.096% among 320,000; AID 504775, 2011;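 active = mean replicate activation of at least 60% and every replicate at or above 60%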;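 note: 0% = median plate neutral-control signal and 100% = twice that signal; values of inactives mirror those of a sister screen read the other way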
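system = CHO ldlA[mSR-BI] cells, LDL receptor-null, SR-BI overexpressing | medium = Ham's F12 with 0.5% BSA, HEPES 25 mM, pH 7.4 | probe or stimulus = DiI-HDL 10 µg/mL | compound dosing = single-point compound dose | incubation = compound exposure 3 h, 37 °C | technique = DiI fluorescence, bottom read | read-out = cell-associated DiI fluorescence as measure of HDL uptake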
DAGLB inh: DAGLB lipase inhibitors, primary screen, biochemical, fluorescence, HTS. Diacylglycerol lipase-beta (Homo sapiens), Q8NCG7. HEK293T DAGLB membrane lysate, EnzChek fluorogenic substrate. inhibition, % at 5.17 µM. hit rate 0.059% among 340,000; in the data active = inhibition above about 34%;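 note: 0% = enzyme with vehicle and 100% = wells lacking enzyme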
Cardiac RTF inh: cardiac RTF calcium sensitivity inhibitors, primary screen, biochemical, IANBD-TnC fluorescence, EC70 calcium | inhibition, % at 7.15 µM | IANBD-labeled cardiac RTF, Ca2+ fluorescence | AID 493244, 2011 | hit rate 0.12% among 340,000;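 active = inhibition above the mean inhibition of all tested compounds plus 3 SD, cut at about 17% in these data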;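 note: assay run at fixed EC70 calcium of 1.6 mM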
An asterisk follows results filed as active; · = no result given. The order is random. About 2.1% of those tested had a hit in this group.

SMILES	NSD2 inh	Arrestin-AP2 inh	LANA DNA inh	PKA-R2B activ	PvdQ acylase	SR-BI HDL uptake	Keap1 Nrf2 FP	SR-BI uptake up	DAGLB inh	Cardiac RTF inh
COCCn1nnnc1C(c1ccc(C)cc1)N1CCN(Cc2ccc3c(c2)OCO3)CC1 (centres undefined)	0	15	1.0	-13	-5	-18	4	18	-1	8
CCCc1nnc(NC(=O)CS(=O)(=O)c2ccc(C)cc2)s1	-3	19	1.1	-6	-9	-1	2	1	0	3
Cc1cccc(OCC(O)CN2CCNCC2)c1 (centres undefined)	28	1	1.2	-4	-9	-37	-1	37	0	-16
CC(C)n1c(=S)[nH]c2c1c(=O)[nH]c(=O)n2C	0	-6	1.0	-4	-7	-34	-4	34	-1	-8
COc1ccc(/C=N/Nc2nc(N)cc(Cl)n2)cc1OC	2	-1	0.9	-7	1	15	0	-15	2	9
O=C(CN1C(=O)C2CC=CCC2C1=O)OCc1cc(=O)n2cc(Br)ccc2n1 (centres undefined)	-1	9	0.3	-5	-1	-5	-1	5	0	-2
CCCC(C)C(=O)Nc1ccc(Cl)cc1Cl (centres undefined)	1	-5	4.0	2	-18	6	-4	-6	-3	-10
Cc1ccc(NC(=O)Cn2cc(C=O)c3ccccc32)cc1C	-5	-14	-0.6	4	-6	11	-5	-11	-10	-7
Oc1cccc(Nc2nc(-c3ccccc3Cl)nc3ccccc23)c1	-2	-15	1.9	-10	7	11	0	-11	-1	4
Cc1ccc(NC(=O)CN(C)C(=O)c2cc(C)on2)cc1	-4	2	-1.6	-13	-13	-13	0	13	1	-4
c1ccn2cc(CSc3nnc4ccccn34)nc2c1	-2	-6	1.3	3	-14	18	0	-18	1	-4
OCC1CCCN(C(=S)Nc2ccc(Nc3ccccc3)cc2)C1 (centres undefined)	29	14	-3.1	-4	3	26	-6	-26	2	-2
O=C(Cn1cc2c(n1)CCCC2)NCCCN1CCCC1	·	-4	-0.6	6	-8	9	-5	-9	0	3
CCC(C)C(NC(=O)OCc1ccccc1)C(=O)OCN1C(=O)c2ccccc2C1=O (centres undefined)	-1	25	0.7	3	-3	6	-2	-6	-2	-1
S=C(NCc1ccccn1)Nc1cccc(Cl)c1	-1	4	-1.2	-9	8	-3	-2	3	2	3
O=[N+]([O-])c1ccc(C(O)CN2CCN(C/C=C/c3ccccc3)CC2)cc1 (centres undefined)	4	-3	0.7	5	-16	-2	-3	2	0	-8
COc1ccc(Cl)cc1NC(=O)CN(C)C(=O)c1n[nH]c2ccccc12	1	0	0.0	5	-3	22	-1	-22	-4	-4
O=C(Nc1ccc(S(=O)(=O)N2CCCCCC2)cc1)c1[nH]ncc1[N+](=O)[O-]	0	9	1.1	4	-104	20	-4	-20	-2	-12
CCn1c(=O)c2c(nc(SCC(=O)N3CCC(C)CC3)n2C)n(C)c1=O	-1	14	-0.3	-15	-2	-12	1	12	-3	3
Cc1cccc(NC(=O)c2ccc(N3C(=O)C4C5C=CC(C6CC56)C4C3=O)cc2)c1 (centres undefined)	0	22	1.0	-2	1	42	0	·	-4	-1
CC(=O)c1ccc(OCC(=O)OCC(=O)N(CC(C)C)c2c(N)n(Cc3ccccc3)c(=O)[nH]c2=O)cc1	0	21	-0.5	0	6	1	-2	-1	0	4
CCCC(=O)N1CCCC(c2nc(-c3cccs3)no2)C1 (centres undefined)	-2	-2	2.1	-3	-17	9	-2	-9	-4	-2
O=C(CNCc1ccc(Cl)cc1)Nc1ccc2c(c1)OCCO2	1	4	0.2	-13	-16	-15	-1	15	-4	-2
Cc1ccc(C2=NN(CC(=O)O)C(=O)CC2)cc1	0	-9	-1.4	2	-5	10	1	-10	1	-1
COc1ccc(C/C(=N\O)c2ccc(OC)cc2)cc1	·	1	-0.7	-9	-12	-9	-5	9	-4	-5

Other results
SMILES	NSD2 inh	Arrestin-AP2 inh	LANA DNA inh	PKA-R2B activ	PvdQ acylase	SR-BI HDL uptake	Keap1 Nrf2 FP	SR-BI uptake up	DAGLB inh	Cardiac RTF inh
OC1=C(O)c2nc3cc(F)ccc3nc21	1	33	-0.5	·	0	-2	0	2	·	·
COc1ccc(CNCC(=O)Nc2cccc(S(N)(=O)=O)c2)cc1	3	-5	-0.7	-4	-16	-6	-3	6	4	-7
COCCn1c(C)cc(C(=O)COC(=O)c2ccc(N3CCCC3=O)cc2)c1C	10	4	1.0	-3	-6	28	-5	-28	2	-7
CCn1c2ccccc2c2cc(/C=N/NC(=O)c3ccc(O)cc3)ccc21	-3	1	0.7	5	4	23	-12	-23	0	3
CN(C)/C=C1/Nc2ccccc2C1=O	2	18	1.3	-1	7	-8	0	8	1	3
CCc1cc(C(c2ccc(F)cc2)N2CCOCC2)c(NC(=O)c2ccccc2)s1 (centres undefined)	-1	6	-1.7	5	9	-13	6	13	0	-17
COc1ccccc1NC(=O)CSc1nnnn1Cc1ccccc1	-1	25	-0.2	-7	-1	8	4	-8	-3	7
Cc1ccnc(NC(=O)c2cccc(S(=O)(=O)N3CCCc4ccccc43)c2)c1	·	1	-0.4	-2	-15	15	-3	-15	-3	-1
Cc1cc(Nc2cc(C)on2)n2ncnc2n1	·	4	1.1	1	-15	0	-2	0	0	-3
C(=N\n1cnnc1)/c1ccc(OCc2ccccc2)cc1	-3	-10	0.1	0	-14	4	-4	-4	-4	-5
Cc1ccc(NC(=O)COC(=O)CCc2nc3ccccc3c(=O)[nH]2)cc1Cl	0	4	-0.1	3	-14	6	-4	-6	-1	-2
Cc1nnc(SCC(=O)NCc2ccccc2Cl)n(N)c1=O	0	-2	-0.3	0	-18	-3	-1	3	0	1
S=C(NCc1ccccn1)Nc1ccccc1	-5	-5	1.1	-3	19	-32	-1	32	2	1
O=C(O)CCC(=O)NN1C(=O)c2ccccc2NC1c1ccc(F)cc1 (centres undefined)	8	7	1.3	13	-11	·	1	·	1	-8
CC(C)Cn1c(N)c(C(=O)COC(=O)c2cccc(Cl)c2)c(=O)n(C)c1=O	3	6	-0.2	-4	-8	25	-3	-25	-4	3
Cc1ccc(/C=N\Nc2nc3ccc(Cl)cc3[nH]2)o1	-2	-11	-1.1	10	-4	-2	-6	2	2	-5
O=C(CN1CCN(S(=O)(=O)c2ccc3ccccc3c2)CC1)NC(=O)NC1CCCCC1	-2	5	-0.4	4	1	28	-5	-28	-1	-4
COc1ccc(/C=C2/C(=O)OCc3cc(OC)c(OC)cc32)cc1	5	0	-0.4	0	0	·	-1	·	-1	4
CC1=NN(C(N)=S)C(=O)C1N=Nc1ccccc1C (centres undefined)	4	12	-0.3	5	-8	-5	-4	5	10	2
CCC(CCCO)CCC[C@H](C)CCC1OCCO1 (some centres undefined)	·	1	-2.0	-5	-13	-10	-9	10	-3	5
COc1ccc2cc(C3=CCCCC3)ncc2c1	·	8	-0.3	-7	-6	-3	-5	3	-4	-5
O=Cc1cn(CC(=O)NCC2CCCO2)c2ccccc12 (centres undefined)	-7	1	0.3	-9	12	-7	-3	7	1	-4
COc1ccc(Cn2cc(F)c(=O)n(C)c2=O)cc1[N+](=O)[O-]	-1	3	-0.8	2	-11	-15	-3	15	-2	-2
Cc1csc(NC(C)c2nc3cc(C(F)(F)F)ccc3n2CCOCCO)n1 (centres undefined)	·	5	1.2	-7	-8	-17	1	17	-1	-20
CCCC(CCC)c1nc2ccncc2[nH]1	1	13	0.7	-1	-14	-28	-4	28	0	-19

Whole records from above.
`COCCn1c(C)cc(C(=O)COC(=O)c2ccc(N3CCCC3=O)cc2)c1C` across the screens: NSD2 inh: 10; Arrestin-AP2 inh: 4; LANA DNA inh: 1.0; PKA-R2B activ: -3; PvdQ acylase: -6; SR-BI HDL uptake: 28; Keap1 Nrf2 FP: -5; SR-BI uptake up: -28; DAGLB inh: 2; Cardiac RTF inh: -7
`CCCC(CCC)c1nc2ccncc2[nH]1` across the screens: NSD2 inh: 1; Arrestin-AP2 inh: 13; LANA DNA inh: 0.7; PKA-R2B activ: -1; PvdQ acylase: -14; SR-BI HDL uptake: -28; Keap1 Nrf2 FP: -4; SR-BI uptake up: 28; DAGLB inh: 0; Cardiac RTF inh: -19

Next part:
SMILES	NSD2 inh	Arrestin-AP2 inh	LANA DNA inh	PKA-R2B activ	PvdQ acylase	SR-BI HDL uptake	Keap1 Nrf2 FP	SR-BI uptake up	DAGLB inh	Cardiac RTF inh
Cc1ccc2nc(Nc3ccc(C)c(Cl)c3)c3nncn3c2c1	0	16	0.2	5	-12	27	-5	-27	-2	-7
CC(=O)C1=C(C)N(Cc2ccco2)C(=O)C1(NC(=O)C1CCCCC1)C(F)(F)F (centres undefined)	-1	29	0.6	4	4	-7	3	7	-3	-7
CC(C)NC(=O)N(C)C[C@H]1Oc2ccc(NC(=O)NC3CCCCC3)cc2C(=O)N([C@H](C)CO)C[C@@H]1C	·	·	-4.3	7	10	-22	3	22	-9	0
O=C1C2C3C=CC(C3)C2C(=O)N1c1ccc2ccccc2c1 (centres undefined)	0	-20	2.7	3	-7	2	3	-2	-9	-7
C=C1CCC[C@]2(C)C[C@H]3OC(=O)C(CNC(C)(CO)CO)[C@H]3CC12 (some centres undefined)	-3	-11	-0.7	3	-25	16	-3	-16	-2	-3
COc1cc(/C=C(\NC(=O)c2cc(OC)c(OC)c(OC)c2)C(=O)NC(C(=O)O)c2ccccc2)cc(OC)c1OC (centres undefined)	-2	3	0.0	-10	-8	-18	-5	18	-2	1
O=C(O)/C=C\C(=O)Nc1ccc(Oc2ccccc2)cc1	·	-1	-0.3	3	-12	-9	-2	9	0	4
CCCCc1c(O)nc2sc3cc(OC)ccc3n2c1=O	2	31	1.5	-7	0	-3	-3	3	-3	0
Cc1nc2nc[nH]n2c(=O)c1NS(=O)(=O)c1ccc([N+](=O)[O-])cc1	-1	43	0.8	-2	-3	-34	3	34	2	-13
COc1ccc2c(Cl)c(C(=O)NCCCn3ccnc3)sc2c1	1	26	0.6	-2	1	31	2	-31	-1	-5
COc1ccc(-n2cc(C(=O)O)c3ccccc3c2=O)cc1	-2	30	-1.7	-4	3	-18	3	18	1	1
